ERG-DNA inh = inhibitors of human ERG Ets domain-DNA interaction; AID 624246; P11308; 370,000 compounds, 0.028% hits; Potency, µM (titrated, usually from 76.9 µM), for the others: at the highest dose FP activity, negative = inhibition, hits mostly inhibitors; fluorescence polarization, His-ERG Ets domain / labelled DNA; active = well fitted inhibition curve with a large enough effect in the polarisation, with a control signal flat; inconclusive = small, poorly fitted or top-dose-only effect, or effect the other way, or a change in a side signal; inactive = no such curve, though single readings can be large or run the other way; the % refers to the polarisation;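 note: polarization taken with two DNA probes labelled with fluorescein and Texas red; potency is the fitted concentration of half-maximal effect; % of control where 0% means no effect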
Target sequence (P11308 whole entry, looked up, the tested form may be a part): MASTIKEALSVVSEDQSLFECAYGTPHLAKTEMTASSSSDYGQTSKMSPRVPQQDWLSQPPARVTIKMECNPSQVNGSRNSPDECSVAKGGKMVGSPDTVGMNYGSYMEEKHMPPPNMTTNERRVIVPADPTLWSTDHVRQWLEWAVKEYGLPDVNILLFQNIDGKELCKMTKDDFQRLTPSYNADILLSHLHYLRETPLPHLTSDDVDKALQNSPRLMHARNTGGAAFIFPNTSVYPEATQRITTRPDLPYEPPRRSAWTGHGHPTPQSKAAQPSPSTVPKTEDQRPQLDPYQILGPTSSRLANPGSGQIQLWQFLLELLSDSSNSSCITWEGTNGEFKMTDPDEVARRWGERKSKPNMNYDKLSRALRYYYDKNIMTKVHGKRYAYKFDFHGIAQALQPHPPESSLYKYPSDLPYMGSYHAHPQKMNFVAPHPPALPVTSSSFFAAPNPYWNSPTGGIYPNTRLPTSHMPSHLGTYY
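His-tagged ERG Ets domain (1 uM in the protein solution; 300mM KCl, 50mM Tris-HCl, 1mM EDTA, 1mM DTT, pH 7.5) received compound, then a probe mix of 5 nM fluorescein-DNA and 100nM Texas-615-DNA. Fluorescence polarization was read for both dyes.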
BAZ2B inh = BAZ2B (human) inhibition | Q9UIF8 | AlphaScreen BAZ2B-H3K14Ac peptide displacement | Potency, µM (highest dose often 114 µM), inactives show at the highest dose activity change, negative = inhibition, usual class: inhibitors | 360,000 compounds, 4.4% hits; note: potency is the fitted concentration of half-maximal effect; % is set by controls: 0 for no effect and ±100 for the full control effect; nearly all actives have a fitted effect of over 60% in size
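Multi-concentration screen (max 110 uM) measuring displacement of acetylated histone H3 peptide from BAZ2B by AlphaScreen, using 50 nM protein, 50 nM peptide and 10 ug/mL streptavidin donor plus Ni-chelate acceptor beads.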
JMJD2A Tudor = inhibitors of human JMJD2A Tudor domain | Potency, µM (series often up to 114 µM), without a hit: at the top dose activity change, negative = inhibition, actives largely listed as inhibitors | 390,000 compounds, 4.4% hits | O75164 | AID 504339 | AlphaScreen JMJD2A-Tudor / H3K4me3 peptide binding; note: potency is the fitted concentration of half-maximal effect; % is set by controls: 0 for no effect and ±100 for the full control effect; nearly all actives have a fitted effect of over 50% in size
G9a block = blocks human histone lysine methyltransferase G9a. Q96KQ7. G9a H3K9 monomethylation, AlphaScreen, 2 h. Potency, µM (highest dose often 102 µM), for the others: at the highest dose activity, negative = inhibition, actives largely listed as inhibitors. 350,000 compounds, 8.8% hits; note: potency is the fitted concentration of half-maximal effect; % is set by controls: 0 for no effect and ±100 for the full control effect; nearly all actives have a fitted effect of over 75% in size
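Step 1: enzyme (final 20 nM) with compound, 15 min RT. Step 2: substrate peptide 500 nM and SAM 20 uM, 2 h RT. Step 3: anti-H3K9me1 antibody and AlphaScreen beads, 10 min, then plate read.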
Tb PGK inh = T. brucei PGK inhibition; P07378; PGK/GAPDH coupled, Kinase-Glo luminescence, 60 min; Potency, µM (series often up to 57.5 µM), inactives show at the highest dose activity change, negative = inhibition, usual class: inhibitors; 380,000 compounds, 0.043% hits; AID 602233; note: potency is the fitted concentration of half-maximal effect; % is set by controls: 0 for no effect and ±100 for the full control effect; nearly all actives have a fitted effect of over 60% in size
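Recombinant glycosomal PGK reaction used 1,3-bisphosphoglycerate generated in-well by GAPDH (100nM final) in 100mM TEA pH 7.6, 5mM MgCl2, 0.01% Tween-20. After 60 minutes at room temperature, ATP was read by Kinase-Glo Plus luminescence end-point.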
HP1b binding inh = blocks HP1-beta chromodomain binding to methylated histone tails; P83916; 390,000 compounds, 0.56% hits; Potency, µM (titrated, usually from 114 µM), for the others: at the highest dose activity change, negative = inhibition, usual class: inhibitors; AlphaScreen HP1-beta / biotin-H3K9me3 peptide binding; AID 540317; note: potency is the fitted concentration of half-maximal effect; nearly all actives have a fitted effect of over 70% in size; inactives centre near 23
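Compound inhibition of the preformed complex between 50 nM HP1-beta and 50 nM biotinylated H3K9me3 peptide was read by AlphaScreen. Buffer was PBS pH 7.4 with 0.01% Tween-20. Incubations ran 30 min at room temperature, with 10 ug/mL donor/acceptor beads.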
PI4K2A inh = inhibitors of human PI4K2A; Q9BTU6; activity change, negative = inhibition, % at 76.9 µM; purified PI4K2A, ADP-Glo luminescence, 1 h; active compounds read low; 420,000 compounds, 0.13% hits; in the data active = activity change below about -50%; inconclusive = mostly about -30% to -49%;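 note: -100% = wells without enzyme as full effect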
Target sequence (Q9BTU6 whole entry, looked up): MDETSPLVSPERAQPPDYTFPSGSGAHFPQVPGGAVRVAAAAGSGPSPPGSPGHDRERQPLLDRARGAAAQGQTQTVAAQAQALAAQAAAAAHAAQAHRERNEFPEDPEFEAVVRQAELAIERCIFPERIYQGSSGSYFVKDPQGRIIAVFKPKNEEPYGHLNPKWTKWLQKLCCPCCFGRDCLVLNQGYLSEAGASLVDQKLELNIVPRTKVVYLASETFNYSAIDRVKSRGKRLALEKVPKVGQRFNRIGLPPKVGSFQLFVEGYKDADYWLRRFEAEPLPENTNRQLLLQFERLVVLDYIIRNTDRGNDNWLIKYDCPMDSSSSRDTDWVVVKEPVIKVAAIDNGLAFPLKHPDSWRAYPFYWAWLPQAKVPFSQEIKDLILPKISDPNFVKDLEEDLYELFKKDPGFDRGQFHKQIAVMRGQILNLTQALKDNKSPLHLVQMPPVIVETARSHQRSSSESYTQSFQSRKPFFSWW
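ADP-Glo luminescence measured ADP generated by PI4K2A enzyme (4 ug/mL before mixing) with 1.2 mM PI substrate (pre-mix) and 300 microM ATP (pre-mix). Tris pH7.5 buffer with MgCl2, Triton X-100; 1 h reaction at ambient temperature.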
Pin1 inhibitor = blocks the human prolyl isomerase Pin1. Q13526. 390,000 compounds, 0.009% hits. Potency, µM (highest dose often 115 µM), inactives show at the top dose activity, negative = inhibition, most hits filed as inhibitors. Pin1 FP peptide displacement, HiFluor488, 10 min. AID 504891; active = well fitted inhibition curve with a large enough effect in the polarisation, with a control signal flat, not every such curve was filed as active; inconclusive = small, poorly fitted or top-dose-only effect, or effect the other way, or a change in a side signal; inactive = no such curve, though single readings can be large or run the other way; the % refers to the polarisation; note: potency is the fitted concentration of half-maximal effect; % is set by controls: 0 for no effect and ±100 for the full control effect
GLS inh = blocks human kidney-isoform glutaminase activity | O94925 | GLS enzymatic activity, qHTS titration | Potency, µM (highest dose often 45.5 µM), for the others: at the top dose activity change, negative = inhibition, hits mostly inhibitors | 410,000 compounds, 0.21% hits | AID 624170; note: potency is the fitted concentration of half-maximal effect; % is set by controls: 0 for no effect and ±100 for the full control effect
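Glutamate formation by hKGA was monitored fluorometrically using coupled glutamate oxidase, HRP and Amplex Red. Substrate was added as 1 mM L-glutamine solution; incubation was 30 min at RT after an initial read.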
Active calls of the source: *; i = inactive; ? = inconclusive; . = no result given; [ ] = remark or other dose. Unless noted, calls come from the whole dose curve; as a rule, active = well fitted curve in the direction sought with a large enough effect; inconclusive = small, poorly fitted or top-dose-only effect, or another doubt; inactive = no such curve, though single readings can be large; an effect the other way counts as inactive or inconclusive.

SMILES	ERG-DNA inh	BAZ2B inh	JMJD2A Tudor	G9a block	Tb PGK inh	HP1b binding inh	PI4K2A inh	Pin1 inhibitor	GLS inh
FC(F)(F)c1cc(-c2cccs2)nc2nc(N3CCOCC3)sc12	-3.0%	3.0%	-5.2%	15.1%	7.7%	14.7%	-3.9	-0.1%	4.3%
O=C(NNc1nc(-c2ccccc2)c2cc(Br)ccc2n1)c1ccc(S(=O)(=O)N2CCOCC2)cc1	-11.3%	-36.5%	?	-5.8%[59 µM]	7.8%	5.1%	-1.2	-0.8%	8.4%
CCc1ccccc1NC(=O)C1CCN(S(=O)(=O)c2ccc3[nH]c(=O)ccc3c2)CC1	2.9%	2.3%	-6.8%	2.5%[59 µM]	i	31.7%[57 µM]	-6.8	-0.1%	2.3%
CCOC(=O)c1cc(C)[nH]c(=S)c1C#N	-1.1%	?	6.31µM*	-1.0%[0.501 µM]	6.7%	-13.9%	-8.8	-3.0%	-8.8%
O=C(O)c1ccccc1C(=O)c1ccc2c(c1)CCC2	-10.1%	-7.4%	-9.1%	9.7%	2.5%	45.8%[activator]	6.3	-5.1%	24.0%
O=C(CC(=O)N/N=C/c1c(F)cccc1Cl)NCCc1ccccc1	-10.7%	-10.3%	1.3%	-3.7%	-6.0%	29.6%	-4.3	-0.8%	-0.7%
CCOc1ccc(Oc2ccccc2NS(=O)(=O)c2ccc(CCC(=O)O)cc2)cc1	1.7%	-9.6%	-19.9%	23.6%[2.33 µM]	-6.1%	14.1%	-2.9	-9.5%	-7.3%
Cc1cccc(/C=N/Nc2nncc3ccccc23)c1	6.3%	.	-30.4%	18.5%	-14.2%	-29.8%	-19.6	-3.7%	0.0%
COc1ccccc1C(=O)NCCC(=O)Nc1ccc(S(=O)(=O)N2CC(C)CC(C)C2)cc1 (centres undefined)	?	-2.0%	-29.7%	11.0%[0.501 µM]	i	37.1%	-2.7	24.5%	1.9%
CCCN(Cc1nnc(-c2cccs2)o1)C(=O)CN1C(=O)NC2(CCCCC2)C1=O	8.6%	12.1%	-6.9%	?	6.1%	17.5%	-5.5	4.0%	6.2%
Clc1ccc2nc(-c3ccccc3)cn2c1	0.4%	-5.5%	0.0%	4.1%	-19.0%	20.2%	?	8.0%	2.4%
CN(CC(=O)Nc1c(Cl)cccc1Cl)C(=O)c1ccccc1SCC(=O)N1CCCC1	-1.7%	-30.1%	-5.2%	3.1%	13.5%	12.7%[57 µM]	-4.1	9.1%	15.8µM*
Cc1[nH]n(-c2ccccc2)c(=O)c1C=NCC1CCCO1 (centres undefined)	-8.0%	1.9%	8.7%	6.8%	-8.4%	38.2%	-0.9	-1.7%	9.0%
CN(C)c1ccc(/C=C(\NC(=O)c2ccccc2)C(=O)NCc2cccnc2)cc1	4.4%	-17.4%	-9.7%	39.8µM*	-8.2%	-2.7%	2.5	?	22.6%
O=C(O)CC/C(=N/NC(=O)c1cn(-c2ccccc2)nc1-c1ccccc1)C(=O)O	3.1%	?	?	35.5µM*	.	14.5%	-4.2	-9.5%	11.8%
Fc1ccc(NC(=S)N2CCOCC2)c(F)c1	-3.2%	1.8%	-14.4%	30.6%	-3.6%	29.6%	3.0	-1.8%	-4.3%
CC1CCN(CCCNC(=O)c2ccc(CSCc3cccc(Cl)c3)o2)CC1	-5.5%	-30.1%	-25.4%	-11.6%	-0.4%	1.2%	0.4	10.5%	8.2%
COc1ccc(NC(=O)CCCc2nc(-c3ccco3)no2)c(OC)c1	0.9%	?	-14.6%	3.3%[59 µM]	9.1%	49.6%[activator]	-1.8	-0.5%	-0.2%
CCCn1c(=O)[nH]c(=O)c2c(C(F)(F)F)cc(-c3ccc(C)cc3)nc21	-7.2%	13.9%	-9.0%	23.9%	i	34.5%	10.4	-0.3%	-0.8%
CN(C)c1cccc(C(=O)NNC(=S)NC2CC3CCC2C3)c1 (centres undefined)	5.5%	-25.6%	?	50.1µM*	-1.2%	?	-1.2	4.3%	?
CC1(CCc2ccccc2)NC(=O)N(CC(=O)Nc2ccccc2C#N)C1=O (centres undefined)	1.5%	-3.0%	-7.1%	18.8%[12.7 µM]	-5.9%	37.0%	-2.0	-2.1%	1.0%
O=C(NCc1ccco1)[C@@H]1CSC2c3ccccc3C(=O)N21 (some centres undefined)	-5.8%	?	?	-6.1%[12.7 µM]	-14.5%	-2.8%	-15.0	-10.3%	3.1%
Cc1c(-n2c(O)c(C3=c4ccccc4=NC3=O)sc2=O)c(=O)n(-c2ccccc2)n1C	-2.3%	-20.3%	2.3%[11.4 µM]	?	i	25.0%	0.2	4.7%	13.0%
CCOC(=O)C1CCCN(C(=O)/C=C/c2cc(OC)c(OC)c(OC)c2)C1 (centres undefined)	-1.5%	-17.7%	-10.1%	2.9%	-8.5%	12.6%	0.7	-2.0%	14.6%
CC(C)c1ccc(CNC(=O)CSCC(=O)Nc2ccc3ccccc3c2)cc1	-5.0%	-5.9%	-19.0%	-43.8%	-3.0%	8.3%	2.3	-4.8%	-11.4%
COc1ccc(C2=CSC(/N=C/c3ccc(F)cc3)=NN2)cc1	.	1.0%[57.1 µM]	?	25.1µM*	i	?	0.1	-2.8%	?
CCCc1nnc(NC(=O)CCC(=O)N2CCN(Cc3ccc(F)cc3)CC2)s1	-12.7%	-6.0%	-4.8%	11.7%	-8.1%	76.6%[activator]	-1.4	0.7%	-2.7%
COc1ccc(C(=O)Nc2ccc(C(=O)c3ccccc3)cc2)cc1	3.1%	.	-7.9%	.	-9.6%	11.8%	-16.7	-7.5%	0.1%
Cc1cc(NC(=O)CSc2nc3c(c(-c4cccnc4)c2C#N)CCC3)no1	8.7%	79.4µM*	?	18.4%[59 µM]	.	22.3%	-0.1	66.2%[activator]	0.6%
Cc1nn(CC(=O)NCCCc2ccccc2)c(C)c1[N+](=O)[O-]	0.2%	-2.0%	0.7%	16.9%	i	43.3%[activator]	2.2	7.2%	-1.7%
CC1Cc2ccccc2N1C(=O)CCNS(=O)(=O)c1cccc2nsnc12 (centres undefined)	-3.6%	-7.1%	-1.9%	81.3%[activator][59 µM]	i	10.8%	-8.6	-0.2%	-0.8%
COC(=O)c1ccccc1NC(=O)c1cc2ncc(Br)cn2n1	0.6%	?	?	-0.4%[59 µM]	i	7.8%	-2.6	22.3%	-11.3%
Cc1ccc(S(=O)(=O)Nc2cc(C)c(O)c(Sc3n[nH]c(C)n3)c2)cc1	-8.3%	-28.1%	11.2µM*	7.08µM*	-5.6%	?	2.2	-5.8%	10µM*
CCOC(=O)C1CCN(S(=O)(=O)c2cc(-c3onc(C)c3C)ccc2C)CC1	0.2%	12.8%	21.4%	10.3%[59 µM]	i	52.5%[activator]	-3.9	0.5%	2.3%
CC(C)c1ccc(C(C)NC(=S)NC2CCCCC2)cc1 (centres undefined)	-12.5%	-20.9%	-30.1%	55.7%[activator]	i	34.8%	6.3	-6.2%	3.6%
CCCN(CCC)CCCNC(=O)CN1C(=O)CSc2ccc(S(=O)(=O)N3CCOCC3)cc21	-12.6%	-6.2%	-1.0%	-44.3%	-9.2%	66.1%[activator]	5.6	-1.1%	-14.7%
CC(NC(=O)/C(C#N)=C/c1ccc([N+](=O)[O-])o1)c1ccccc1 (centres undefined)	111.9%[activator]	?	?	44.7µM*	i	-16.3%	-5.3	?	-2.6%
Cc1cccc(C(=O)NNC(=O)C(=O)NC(C)(C)C)c1	10.3%	?	?	28.2µM*	-10.2%	46.7%[activator]	11.3	-4.7%	19.1%
O=C(NCc1ccco1)/C(=C\c1ccc(F)cc1)NC(=O)c1ccco1	-0.1%	3.8%	-15.1%	8.2%	-0.7%	13.2%	-5.5	2.3%	0.7%
CC(=O)Nc1ccc(C(=O)N/N=C/c2ccncc2)cc1	-9.6%	-5.6%	-12.1%	12.8%[59 µM]	2.3%	31.2%[activator]	-0.5	2.7%	20.5%
Cc1ccc(-c2csc(NC(=O)c3ccc(-c4ccccc4)cc3)n2)o1	8.0%	?	?	-8.8%[59 µM]	-3.3%	?	-0.6	19.2%	-4.7%
CC(C)CC(=O)Nc1ccccc1-c1nnn(CC(=O)N2CCOCC2)n1	.	-1.8%	-14.7%	-36.8%[59 µM]	.	30.6%	-3.8	?	6.1%
CC(=O)N/N=C/C1=CCC2CC1C2(C)C (centres undefined)	3.3%	.	-5.5%	16.4%	-2.6%	11.5%	-4.5	-0.6%	9.6%
Cc1cc(C)c2c(C)c(C(=O)Nc3c(C)n(C)n(-c4ccccc4)c3=O)oc2c1	.	0.5%	-11.0%	70.8µM*	0.0%	35.4%	-2.4	33.5%[activator]	2.1%
Cc1ccc(NC(=O)CN(C)C(=O)C2COc3ccccc3O2)cc1 (centres undefined)	3.5%	-1.7%	-11.8%	-25.9%	-5.1%	61.3%[activator]	5.9	0.5%	-2.6%

Two of these compounds, reformatted.
ERG-DNA inh	BAZ2B inh	JMJD2A Tudor	G9a block	Tb PGK inh	HP1b binding inh	PI4K2A inh	Pin1 inhibitor	GLS inh	SMILES
8.0%	?	?	-8.8%[59 µM]	-3.3%	?	-0.6	19.2%	-4.7%	Cc1ccc(-c2csc(NC(=O)c3ccc(-c4ccccc4)cc3)n2)o1
.	-1.8%	-14.7%	-36.8%[59 µM]	.	30.6%	-3.8	?	6.1%	CC(C)CC(=O)Nc1ccccc1-c1nnn(CC(=O)N2CCOCC2)n1
